BLM helicase inh = qHTS Assay for Inhibitors of Bloom's syndrome helicase (BLM). AID 2528, 2010. hit rate 0.2% among 350,000. RecQ-like DNA helicase BLM (Homo sapiens), P54132. recombinant BLM DNA unwinding, fluorescence dequenching. Potency, µM (titrated, usually from 56.1 µM), for the others: at the highest dose activity change, negative = inhibition, actives largely listed as inhibitors;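 note: plate controls were vehicle for no effect and no enzyme for full effect; nearly all actives have a fitted effect of over 35% in size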
HP1b binding inh = HTS for Inhibitors of HP1-beta Chromodomain Interactions with Methylated Histone Tails. Chromobox protein homolog 1 (Homo sapiens), P83916. Potency, µM (series often up to 114 µM), inactives show at the highest dose activity change, negative = inhibition, actives largely listed as inhibitors. hit rate 0.56% among 390,000. AID 540317, 2011. AlphaScreen HP1-beta / biotin-H3K9me3 peptide binding; note: nearly all actives have a fitted effect of over 70% in size; inactives centre near 23
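Compound inhibition of the preformed complex between 50 nM HP1-beta and 50 nM biotinylated H3K9me3 peptide was read by AlphaScreen. Buffer was PBS pH 7.4 with 0.01% Tween-20. Incubations ran 30 min at room temperature, with 10 ug/mL donor/acceptor beads.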
G9a inh = qHTS Assay for Inhibitors of Histone Lysine Methyltransferase G9a; Histone-lysine N-methyltransferase EHMT2 (Homo sapiens), Q96KQ7; G9a H3K9 monomethylation, AlphaScreen, 2 h; Potency, µM (titrated, usually from 102 µM), without a hit: at the top dose activity, negative = inhibition, usual class: inhibitors; hit rate 8.8% among 350,000; AID 504332, 2011; note: % is set by controls: 0 for no effect and ±100 for the full control effect; nearly all actives have a fitted effect of over 75% in size
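Using a bead-based AlphaScreen, monomethylated H3K9 product from 2 h room-temperature reactions (G9a 20 nM, peptide 500 nM, SAM 20 uM) was detected with 0.5 ug/mL rabbit anti-H3K9me1 antibody.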
JMJD2A Tudor inh = qHTS Assay for Inhibitors of JMJD2A-Tudor Domain | Lysine-specific demethylase 4A (Homo sapiens), O75164 | AlphaScreen JMJD2A-Tudor / H3K4me3 peptide binding | Potency, µM (series often up to 114 µM), inactives show at the top dose activity change, negative = inhibition, actives largely listed as inhibitors | hit rate 4.4% among 390,000 | AID 504339, 2011; note: % is set by controls: 0 for no effect and ±100 for the full control effect; nearly all actives have a fitted effect of over 50% in size
Target sequence (O75164 whole entry, looked up, the tested form may be a part): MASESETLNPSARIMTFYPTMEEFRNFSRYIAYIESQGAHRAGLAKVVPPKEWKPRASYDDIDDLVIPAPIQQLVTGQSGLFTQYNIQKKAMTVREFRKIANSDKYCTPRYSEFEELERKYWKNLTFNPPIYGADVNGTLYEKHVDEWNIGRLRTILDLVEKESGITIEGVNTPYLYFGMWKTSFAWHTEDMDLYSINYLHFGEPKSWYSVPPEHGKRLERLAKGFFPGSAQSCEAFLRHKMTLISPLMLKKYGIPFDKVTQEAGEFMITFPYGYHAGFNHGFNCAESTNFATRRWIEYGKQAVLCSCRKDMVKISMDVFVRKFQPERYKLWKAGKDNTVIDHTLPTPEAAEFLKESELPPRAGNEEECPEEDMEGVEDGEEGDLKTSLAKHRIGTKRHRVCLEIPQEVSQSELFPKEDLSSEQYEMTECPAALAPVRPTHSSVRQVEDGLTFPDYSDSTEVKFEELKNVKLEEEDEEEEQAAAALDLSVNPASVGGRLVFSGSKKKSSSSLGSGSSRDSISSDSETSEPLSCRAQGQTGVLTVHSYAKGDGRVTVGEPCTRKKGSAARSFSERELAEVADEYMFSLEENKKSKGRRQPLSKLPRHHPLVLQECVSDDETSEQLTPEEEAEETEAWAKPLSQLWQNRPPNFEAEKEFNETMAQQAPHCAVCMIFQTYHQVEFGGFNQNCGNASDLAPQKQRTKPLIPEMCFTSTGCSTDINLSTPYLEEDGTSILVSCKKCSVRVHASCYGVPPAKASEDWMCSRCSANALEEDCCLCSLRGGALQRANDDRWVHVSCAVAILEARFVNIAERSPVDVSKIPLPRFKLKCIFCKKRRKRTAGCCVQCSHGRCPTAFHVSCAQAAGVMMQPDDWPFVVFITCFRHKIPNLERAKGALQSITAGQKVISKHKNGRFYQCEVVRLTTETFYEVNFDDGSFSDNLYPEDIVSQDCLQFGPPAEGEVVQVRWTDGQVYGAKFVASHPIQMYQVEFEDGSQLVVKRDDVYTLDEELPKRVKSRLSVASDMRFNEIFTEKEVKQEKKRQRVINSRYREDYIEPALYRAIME
Pin1 inhibitor = qHTS Assay to Find Inhibitors of Pin1 | AID 504891, 2011 | Pin1 FP peptide displacement, HiFluor488, 10 min | Peptidyl-prolyl cis-trans isomerase NIMA-interacting 1 (Homo sapiens), Q13526 | hit rate 0.009% among 390,000 | Potency, µM (doses to about 115 µM), without a hit: at the highest dose activity, negative = inhibition, actives largely listed as inhibitors; active = well fitted inhibition curve with a large enough effect in the polarisation, with a control signal flat, not every such curve was filed as active; inconclusive = small, poorly fitted or top-dose-only effect, or effect the other way, or a change in a side signal; inactive = no such curve, though single readings can be large or run the other way; the % refers to the polarisation; note: % is set by controls: 0 for no effect and ±100 for the full control effect
POLI inh = qHTS for Inhibitors of Polymerase Iota; Pol iota fluorescent replication assay, 10 min; hit rate 1% among 390,000; Potency, µM (titrated, usually from 115 µM), for the others: top-dose activity, negative = inhibition, actives largely listed as inhibitors; DNA polymerase iota (Homo sapiens), Q9UNA4
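Pol iota at 10 nM preincubated 15 min with compounds at room temperature; reaction started with fluorescent substrate, 50 nM final. Fluorescence read kinetically at 0 and 10 min; buffer-only wells as negative control.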
PGK inhibitor = qHTS Assay to Find Inhibitors of Phosphoglycerate Kinase; Potency, µM (top dose mostly 57.5 µM), for inactives: top-dose activity change, negative = inhibition, usual class: inhibitors; AID 602233, 2012; PGK/GAPDH coupled, Kinase-Glo luminescence, 60 min; Phosphoglycerate kinase, glycosomal (Trypanosoma brucei brucei), P07378; hit rate 0.043% among 380,000; note: % is set by controls: 0 for no effect and ±100 for the full control effect; nearly all actives have a fitted effect of over 60% in size
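Recombinant glycosomal PGK reaction used 1,3-bisphosphoglycerate generated in-well by GAPDH (100nM final) in 100mM TEA pH 7.6, 5mM MgCl2, 0.01% Tween-20. After 60 minutes at room temperature, ATP was read by Kinase-Glo Plus luminescence end-point.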
BAZ2B block = qHTS Assay for Inhibitors of BAZ2B; AlphaScreen BAZ2B-H3K14Ac peptide displacement; Potency, µM (series often up to 114 µM), for inactives: at the highest dose activity change, negative = inhibition, actives largely listed as inhibitors; hit rate 4.4% among 360,000; note: % is set by controls: 0 for no effect and ±100 for the full control effect; nearly all actives have a fitted effect of over 60% in size
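AlphaScreen displacement of biotin-H3(5-23)K14Ac peptide (50 nM final) from BAZ2B (50 nM final) in PBS pH 7.4, 0.01% Tween-20; complex preformed 30 min RT, then compounds (top 110 uM) 30 min RT, beads 20 min dark.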
GLS inhibitor = qHTS for Inhibitors of Glutaminase (GLS); GLS enzymatic activity, qHTS titration; Potency, µM (doses to about 45.5 µM), without a hit: top-dose activity change, negative = inhibition, usual class: inhibitors; hit rate 0.21% among 410,000; note: % is set by controls: 0 for no effect and ±100 for the full control effect
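Compounds were pin-transferred onto hKGA, after which L-glutamine (1 mM solution) and a detection mix of glutamate oxidase, HRP and Amplex Red were added. Initial and 30 min RT fluorescence reads were collected.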
Numbers without * were called inactive; i = inactive; ? = inconclusive; . = not tested or not shown; & = joins results of further samples; [ ] = remark or other dose. Unless noted, calls come from the whole dose curve; as a rule, active = well fitted curve in the direction sought with a large enough effect; inconclusive = small, poorly fitted or top-dose-only effect, or another doubt; inactive = no such curve, though single readings can be large; an effect the other way counts as inactive or inconclusive. Potency is the fitted concentration of half-maximal effect. These rows are one share of the data. The share of hits here may be higher or lower than overall.

BLM helicase inh,HP1b binding inh,G9a inh,JMJD2A Tudor inh,Pin1 inhibitor,POLI inh,PGK inhibitor,BAZ2B block,GLS inhibitor,SMILES
-1%,16%,0%[59 µM],-17%,-10%,16%,.,-2%,3%,COc1ccc(OC)c(CNC(=O)c2cnc(N(C)C)nc2)c1
-7%&-3%,7%&23%,?,-26%&-13%,13%&0%,1%&27%,2%,-36%&-20%,8%&8%,Cc1ccccc1NC(=O)Nc1cccs1
2%,5%,28%,-2%,-15%,161%[activator],-11%,12%,14%,OCCC1CN(CC2CC2)CCN1Cc1ccc(F)c(F)c1 (centres undefined)
.,-9%,.,?,-7%,32%[activator],3%,.,-1%,CC(=O)OC1[C@H](Oc2c(O)c(C)c3c4c2[C@@H](C)CC[C@@H]4[C@@H](C)C[C@@H]3C=C(C)C)OC[C@@H](O)[C@@H]1O (some centres undefined)
5%,23%,?,2%,-8%,-6%,-3%,-3%,-3%,Cc1cccc(C(=O)N2CC3(C)CC2CC(C)(C)C3)c1 (centres undefined)
-2%,15%,-1%[59 µM],-12%,-2%,-9%,-6%,5%,31%,Nn1c(Nc2ccccc2)nc2ccccc21
-3%,10%,50µM*,-4%,?,14%,7%,2%,3%,Cn1cc(CNC(=O)CC2C(=O)NCCN2CC(C)(C)C)cn1 (centres undefined)
3%,19%,2.2µM*,-8%,17%,-10%,-3%,-32%,22%,O=c1[nH]c2ccc(S(=O)(=O)Nc3ccccc3O)cc2[nH]1
-14%,9%,5%[12.7 µM],-23%,?,?,-8%,10%,-6%,CCOC(=O)c1ccc(NC(=O)COc2ccc(-n3cnnn3)cc2)cc1
-5%,40%[activator],0%[12.7 µM],-7%,-3%,-5%,-8%,-1%,-9%,O=C(Nc1cccc2c1CCCC2)c1ccc(Br)o1
-5%,21%,-29%,-22%,4%,2%,6%,?,9%,Cc1ccccc1Oc1cc(NC(=O)Cn2cnc([N+](=O)[O-])c2)cc([N+](=O)[O-])c1
131%[activator],18%,?,-2%,1%,?,3%,-7%,-9%,OCCNc1c2ccccc2nc2ccccc12
.,32%,.,-15%,-3%,99%[activator],-2%,.,-7%,COc1ccc(OC)c(/C=N\NC(=O)c2ccc(COc3ccc(C)cc3[N+](=O)[O-])o2)c1
-6%,53%[activator],43%[activator],6%,-3%,4%,-4%,-2%,0%,CCC1=C(c2cc(OC)c(OC)c(OC)c2)C2(CCCC2)C(=O)O1
-4%,52%[activator],-6%[59 µM],3%,0%,12%,-8%,-17%,-1%,c1ccc(COc2ccc(OCCCn3cncn3)cc2)cc1
2%,35%,17%,-7%,-13%,12%&54%,-7%,-2%,8%,CCC1COCCS(=O)(=O)N1Cc1ccc(F)cc1 (centres undefined)
.,20%[57 µM],.,-7%,?,-21%,i,.,3%,Cc1cc(C(=O)COC(=O)c2nn(C)c(=O)c3ccccc23)c(C)n1C
-10%,55%[activator],24%,2%,-5%,19%,-7%,-1%,-1%,O=C(Nc1nccs1)C1(c2ccc(Cl)cc2)CC1
-7%,28%,-24%,-12%,-1%,-15%,-1%,-10%,-5%,CC1CCCN(c2c([N+](=O)[O-])cc(C(=O)O)cc2[N+](=O)[O-])C1 (centres undefined)
-1%,25%,2%[59 µM],-9%,2%,12%,3%,1%,-6%,Cc1cc(C)cc(NC(=O)C2CCN(c3nc4ccccc4nc3C(F)(F)F)CC2)c1
-1%,24%,-2%[0.501 µM],15%,4%,-23%,-5%,?,13%,COc1ccc(-c2ccc(NS(=O)(=O)c3cccc([N+](=O)[O-])c3)cc2)nn1
2%,9%,3%,-6%,1%,2%,2%,8%,4%,CCOC(=O)c1c(C)n(CCNC(C)=O)c2ccc(OC)cc12
2%,0%,2%,-16%,6%,46%[activator],i,-27%,5%,CCOC(=O)Cn1nnc(-c2ccc([N+](=O)[O-])cc2)n1
-1%,46%,-15%[12.7 µM],-10%,-2%,18%,.,-8%,5%,CC1=C(C(=O)Nc2ccccc2C)C(c2ccc(C)o2)C2=C(CCCC2=O)N1 (centres undefined)
-1%,0%,-6%,-19%,6%,97%[activator],-5%,-21%,1%,Nc1ccc(SCC(=O)Nc2cccc([N+](=O)[O-])c2)cc1
-1%,78%[activator],22µM*,27%,2%,-9%,11%,43%[activator],-1%,COn1c(SC2CCCCC2)nc2ccccc2c1=O
-3%,4%,-4%,-4%,-1%,-4%[58.9 µM],-6%,-5%,6%,COC(=O)[C@H](CCSC)NC(=O)Nc1cccc(Br)c1
-5%,-22%,45µM*,?,-3%,28%,0%,-29%,?,CCN1CCN(c2cc(C)c3cc(NC(=S)N4CCCC(C)C4)ccc3n2)CC1 (centres undefined)
-1%,?,10µM*,2.2µM*,-1%,26%,-5%,79µM*,-12%,CC(OCC(O)CNCC1COc2ccccc2O1)c1ccc(Cl)cc1 (centres undefined)
.,16%,-51%,-16%,-1%,19%,4%,33%[activator],1%,COc1ccc(S(=O)(=O)N2CCOCC2)cc1NC(=O)c1ccc(OC(F)F)cc1
.,51%[activator],9%[59 µM],6%,-2%,4%,5%,12%,7%,O=C(OCC(=O)N1CCC(Cc2ccccc2)CC1)c1ccccc1F
.,16%,.,-8%,-11%,3%,0%,.,-11%,COc1ccc(C(=O)O)cc1S(=O)(=O)N1CCN(Cc2ccc3c(c2)OCO3)CC1
.,41%[activator],.,6%,-11%,57%[activator],-2%,.,-8%,CCOc1cc(C(=O)NC(C)C2CC3CCC2C3)cc(OCC)c1OCC (centres undefined)
2%,11%,-42%,-14%,7%,6%,-4%,-2%,-7%,Cc1cc(C)c2cc(C)c3nnc(SCC(=O)NCc4ccc5c(c4)OCO5)n3c2c1
-5%,56%[activator],-9%[0.501 µM],2%,7%,-22%,-2%,-24%,1%,O=C(Nc1ccc(Cl)c(Cl)c1)c1cccnc1
-5%,2%,?,-1%,-1%,?,-5%,1%,?,Cc1[nH]nc2c1C(c1cnn(C)c1)C(C#N)=C(N)O2 (centres undefined)
1%,21%,19%[2.33 µM],1%,-2%,18%,-4%,6%,5%,O=[N+]([O-])c1ccc(CS(=O)(=O)c2ncn[nH]2)cc1
-11%,10%,-28%[59 µM],?,10%,-5%,0%,-16%,7.9µM*,O=C(CSc1nc2c(cnn2-c2ccc(F)cc2)c(=O)[nH]1)Nc1ccc(Br)cc1
-1%,61%[activator],75%[activator][59 µM],87%[activator],1%,19%,-3%,125%[activator],-8%,CCCSc1ncnc2c1oc1ccccc12
-3%,39%[activator],22%[12.7 µM],-13%,1%,-9%,4%,-17%,16%,COc1ccc(NC(=O)NCc2ccccc2F)cc1OC

Quoted at random: 3 entries already listed
BLM helicase inh,HP1b binding inh,G9a inh,JMJD2A Tudor inh,Pin1 inhibitor,POLI inh,PGK inhibitor,BAZ2B block,GLS inhibitor,SMILES
-1%,78%[activator],22µM*,27%,2%,-9%,11%,43%[activator],-1%,COn1c(SC2CCCCC2)nc2ccccc2c1=O
-5%,56%[activator],-9%[0.501 µM],2%,7%,-22%,-2%,-24%,1%,O=C(Nc1ccc(Cl)c(Cl)c1)c1cccnc1
-3%,39%[activator],22%[12.7 µM],-13%,1%,-9%,4%,-17%,16%,COc1ccc(NC(=O)NCc2ccccc2F)cc1OC

Other results follow:
BLM helicase inh,HP1b binding inh,G9a inh,JMJD2A Tudor inh,Pin1 inhibitor,POLI inh,PGK inhibitor,BAZ2B block,GLS inhibitor,SMILES
-8%,41%[activator],-31%[59 µM],4%,-5%,-5%,-2%,-2%,-1%,COC(=O)c1ccc(CSc2nc3ccncc3n2Cc2ccc(F)cc2)cc1
1%,52%[activator],?,8%,3%,14%,-3%,-31%,1%,CCOC(=O)C(O)(NC(=O)c1cccnc1)C(F)(F)F (centres undefined)
-6%,37%[activator],5%[0.0925 µM],-15%,-15%,27%,-8%,5%,-17%,O=C(Nc1ccc(Cl)cc1)N[C@@H]1c2c(ccc3ccccc23)OC[C@@H]1CO
-5%,36%,?,-16%,1%,-2%,20%,?,3%,CCOC(=O)N1CCc2c(sc3c2c(=O)n(CCc2ccccc2)c(=O)n3Cc2cc(C)ccc2C)C1
-1%,8%,-4%,-6%,2%,145%[activator],6%,-11%,3%,CC1(/[N+]([O-])=C\c2ccccc2F)CCCCC1=O (centres undefined)
2%,29%,-24%[59 µM],-15%,2%,-18%,-2%,6%[57.1 µM],-3%,CCOC(=O)C1CCN(C(=O)c2cc3ccc4cccnc4c3[nH]2)CC1
-2%,47%[activator],15%[59 µM],4%,2%,-1%,-4%,1%,-3%,Cc1cc(C(=O)Nc2c(C)nn(Cc3ccc(F)cc3)c2C)no1
-1%,3%,4%[59 µM],-8%,-1%,1%,-6%,-4%,5%,CC(C)Cc1nn2c(=O)cc(COC(=O)c3ccc4c(c3)OCO4)nc2s1
0%,18%,?,-18%,?,25%,-2%,-1%,8%,O=c1nc(SCc2c(F)cccc2Cl)nc(-c2ccc(Cl)cc2)[nH]1
-9%,24%,-11%[59 µM],-13%,0%,2%,4%,9%,6%,COC(=O)c1ccc2c(c1)nc(C)n2CCO
-2%,28%,20%[59 µM],-6%,-2%,22%,i,4%,-2%,Cc1onc(-c2ccccc2)c1C(=O)Nc1nc(-c2cc(F)ccc2F)cs1
-4%,3%,-2%,-5%,-3%,75%[activator],2%,4%,-14%,COc1ccc([N+](=O)[O-])cc1NC(=O)Cc1noc2ccccc12
-3%,20%,?,-9%,4%,44%[activator],-4%,10%,1%,Cc1ccc(SCCOCCN2CC(C)OC(C)C2)cc1 (centres undefined)
